IDH1 R132H inh: blocks human mutant IDH1 R132H enzyme | O75874 | IDH1-R132H enzyme, NADPH consumption, diaphorase/resazurin fluorescence | Potency, µM (series often up to 76.6 µM), without a hit: at the top dose activity change, negative = inhibition, usual class: inhibitors | 390,000 tested, 0.093% active; also: potency is read from the fitted curve at half-maximal effect; % is scaled to controls: 0 for no effect and ±100 for the full control effect; nearly all actives have a fitted effect of over 65% in size
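IDH1-R132H (0.5 ug/mL dispensed) in pH 7.5 Tris buffer was preincubated 30 min with compound, then given a substrate mix of 0.016 mM NADPH and 2 mM alpha-KG for 80 min at room temperature; remaining NADPH was read by diaphorase/resazurin fluorescence.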
USP1 inh: blocks the human USP1/UAF1 deubiquitinase complex; recombinant USP1/UAF1, Ub-Rhodamine cleavage fluorescence; Potency, µM (series often up to 57.1 µM), for inactives: top-dose activity change, negative = inhibition, most hits filed as inhibitors; AID 743255; 390,000 tested, 0.23% active; also: potency is read from the fitted curve at half-maximal effect; % is scaled to controls: 0 for no effect and ±100 for the full control effect; nearly all actives have a fitted effect of over 60% in size; inactives centre near -12
Target sequence (O94782 whole entry, looked up): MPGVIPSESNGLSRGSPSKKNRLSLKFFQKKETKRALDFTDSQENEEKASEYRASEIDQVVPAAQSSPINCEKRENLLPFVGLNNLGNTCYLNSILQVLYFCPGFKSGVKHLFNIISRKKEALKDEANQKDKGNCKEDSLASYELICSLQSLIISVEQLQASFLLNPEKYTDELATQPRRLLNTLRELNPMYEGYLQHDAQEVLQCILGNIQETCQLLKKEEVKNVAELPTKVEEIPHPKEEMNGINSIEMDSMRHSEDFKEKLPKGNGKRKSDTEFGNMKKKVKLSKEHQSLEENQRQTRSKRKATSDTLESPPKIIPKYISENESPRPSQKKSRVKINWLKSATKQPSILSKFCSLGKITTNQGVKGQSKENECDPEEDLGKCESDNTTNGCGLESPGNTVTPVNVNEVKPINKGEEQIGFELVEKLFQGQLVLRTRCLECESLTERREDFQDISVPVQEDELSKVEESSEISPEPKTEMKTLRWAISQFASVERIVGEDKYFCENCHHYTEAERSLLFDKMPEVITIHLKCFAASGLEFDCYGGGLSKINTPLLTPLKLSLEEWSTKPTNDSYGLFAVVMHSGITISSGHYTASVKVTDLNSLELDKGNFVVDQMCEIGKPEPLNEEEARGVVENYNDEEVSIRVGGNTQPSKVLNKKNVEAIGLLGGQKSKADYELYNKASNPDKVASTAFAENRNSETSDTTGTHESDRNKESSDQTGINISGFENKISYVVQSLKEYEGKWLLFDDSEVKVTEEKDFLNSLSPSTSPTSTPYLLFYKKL
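Step one: compound is pinned into 1nM USP1/UAF1 in HEPES pH 7.8 buffer with TCEP. Step two: 15 min room-temperature incubation. Step three: Ub-Rho (150nM final) starts cleavage, tracked by fluorescence over six one-minute reads.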
D2 antag: D2 dopamine receptor (human) antagonism; 340,000 tested, 2% active; P14416; HEK293 TREx D2 cells, calcium flux, dopamine EC80; inhibition, % at 10 µM; AID 485344; in the data active = inhibition above about 30%; also: 0% is about no effect
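In this primary screen, negative modulation is detected by tracking calcium flux after an EC80 dopamine challenge in inducible HEK293 T-REx D2 cells preexposed to test compound for 180 s.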
TRHR agonist: activates the human TRH receptor | P34981 | TRHR cells, calcium flux fluo-8, FDSS agonist mode | activation, % at 2 µM | 360,000 tested, 0.18% active; in the data active = activation above about 30%; also: 0% is about no effect
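Steps: seed TRHR cells overnight; add fluo-8 no-wash Ca dye, RT 30 min–1.5 h; record 10 s baseline; pin-transfer compounds; monitor fluorescence 1 cycle/s for the agonist window. Calcium increases flag candidate agonists.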
rTrxR1 inhibitor: rat TrxR1 inhibition; Potency, µM (doses to about 114 µM), for the others: at the top dose activity change, negative = inhibition, most hits filed as inhibitors; AID 588453; 390,000 tested, 1% active; recombinant rTrxR1, NADPH fluorescence consumption, selenite substrate; also: potency is read from the fitted curve at half-maximal effect; % is scaled to controls: 0 for no effect and ±100 for the full control effect; nearly all actives have a fitted effect of over 65% in size
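Rat TrxR1 (90 nM in the dispensed reagent) was pre-reduced with 400 uM NADPH for 5 min at room temperature, then incubated with compound for 15 min. After 400 uM selenite was added, NADPH fluorescence (Ex 340/Em 450 nm) was followed for 8 min.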
TrxR1 substrate: is turned over as a substrate by rat TrxR1 | AID 588456 | purified TrxR1 substrate turnover, NADPH consumption readout | 390,000 tested, 0.01% active | Potency, µM (doses to about 114 µM), for inactives: top-dose activity change, negative = substrate turnover | O89049; also: potency is read from the fitted curve at half-maximal effect; % is scaled to controls: 0 for no effect and ±100 for the full control effect; nearly all actives have a fitted effect of over 50% in size
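Rat TrxR1, dispensed at 90 nM, was prereduced with 400 uM NADPH (final) for 5 min at ~22 deg C, then incubated with compound 15 min before 400 uM selenite. A first-read NADPH fluorescence drop versus no-compound background flagged substrates.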
TRHR PAM: allosteric enhancers of human TRH receptor; 360,000 tested, 0.66% active; enhancement, % at 2 µM; P34981; TRHR cells, fluo-8 calcium fluorescence, EC20 TRH enhancement; in the data active = enhancement above about 30%; also: 0% is about no effect
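TRHR-expressing cells loaded with fluo-8 calcium dye were read kinetically (ex 480/em 530) during compound addition, then stimulated with an EC20 of TRH (10 nM final). Enhancement of the Gq-mediated intracellular calcium response was scored.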
D2 ag: activates the human D2 dopamine receptor | P14416 | HEK293 T-REx D2 cells, calcium flux agonist mode | activation, % at 2 µM | 340,000 tested, 0.53% active | AID 485358;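 active = activation over 3 SD above normal in the single-dose calcium agonist read, cut at about 30% in these data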; also: 0% is about no effect
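Agonism is scored from calcium flux in a force-coupled, inducible HEK293 cell line expressing D2, read kinetically for 180 s after compound addition against dopamine controls.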
PI4K2A inh: inhibitors of human PI4K2A. Q9BTU6. purified PI4K2A, ADP-Glo luminescence, 1 h; active compounds read low. activity change, negative = inhibition, % at 76.9 µM. 420,000 tested, 0.13% active. AID 1346378; in the data active = activity change below about -50%; inconclusive = mostly about -30% to -49%;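 also: -100% = wells without enzyme as full effect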
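In this quantitative HTS, ADP production by PI4K2A was quantified luminescently after 1 h at ambient temperature; 100 microM adenosine served as plate-quality control.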
Starred values were filed as active, the others as inactive; u = inconclusive; x = not tested or not shown; [ ] = dose if it differs, or a comment. Unless noted, calls follow the shape of the dose curve; as a rule, active = well fitted inhibition curve with a large enough effect; inconclusive = small, poorly fitted or top-dose-only effect; inactive = no such curve, though single readings can be large or run the other way.

Every second line gives: IDH1 R132H inh, USP1 inh, D2 antag, TRHR agonist, rTrxR1 inhibitor, TrxR1 substrate, TRHR PAM, D2 ag, PI4K2A inh
CN(C)c1cccc(C(=O)Nc2cccc(S(=O)(=O)NC3=NCCC3)c2)c1
 : 1.5%, -8.8%, -1.9, 0.0, -5.9%, -2.8%, 3.3, -0.5, 4.7
Cc1sc2ncnc(NCC3CCCO3)c2c1C (stereo unspecified)
 : 2.4%, -15.6%, -17.0, 0.2, -10.2%, -7.3%, 1.9, 0.4, 14.0
COC(=O)/C(=C/c1c[nH]c2ccccc12)NC(C)=O
 : 7.8%, -6.5%, -7.1, 0.0, 8.6%[57.1 µM], 0.8%[57.1 µM], 8.0, 0.6, 0.6
CC(=O)c1ccc(NC(=O)NNS(=O)(=O)c2ccc([N+](=O)[O-])cc2)cc1
 : -6.2%, -13.3%, 9.6, 0.7, 4.2%, -8.4%, -4.4, 0.3, -5.0
Cc1cc(NC(=O)CN2C(=O)/C(=C/c3ccccc3F)SC2=S)no1
 : -5.4%, 3.4%, 4.9, 0.9, 5.5%[57.1 µM], -0.5%[57.1 µM], -0.6, 3.6, 7.3
COc1ccc(-c2cc(CCCC(=O)N3CCN(c4ccc(OC)cc4)CC3)no2)cc1
 : 9.1%, -27.8%, 15.2, 0.1, 4.7%[57.1 µM], 5.8%[57.1 µM], -3.3, -0.7, -2.7
CCCn1nnc(NC(=O)C(c2ccccc2)c2ccccc2)n1
 : 1.1%, -14.3%, 1.2, -0.1, -10.4%, -14.7%, -0.2, 0.0, 3.8
C=CCn1c(SCC(=O)NC(=O)NCCC)nnc1C1CCCCC1
 : 6.7%, -10.1%, 5.9, -0.2, 10.3%[57.1 µM], 5.8%[57.1 µM], 2.4, 0.5, 3.4
Cc1ccc(OCC(=O)OC2CCCN(C)C2)cc1 (stereo unspecified)
 : 14.5%, -7.4%, 14.3, 0.3, 15.2%, -1.8%, 0.0, 0.3, -5.6
CCCCN(CCCC)S(=O)(=O)c1ccc(NS(=O)(=O)c2ccc(NC(C)=O)cc2)cc1
 : -7.0%, -8.6%, -1.4, 0.6, 7.8%, -1.7%, 3.6, 0.0, 1.6
Cc1ccccc1NC(=O)c1cccc2c(=O)c3c([nH]c12)CCCC3
 : -7.0%, -30.3%, x, 1.2, -0.7%, -4.0%, 3.1, 2.5, 1.2
COc1cccc(Cn2c(=O)sc3ccccc3c2=O)c1
 : 6.0%, -12.0%, 0.2, 0.8, 4.6%[57.1 µM], -3.4%[57.1 µM], 3.2, 12.3, 6.6
C=CCC[C@@H](Cc1ccc(F)cc1)C(=O)OC[C@H](Cc1c[nH]c2ccccc12)NC(=O)[C@H](CC=C)CC(=O)N(CCO)Cc1ccccc1
 : 4.0%, -9.6%, x, x, 28.3%, -2.4%, x, x, 1.1
Cc1ccc(C(C)C)c(OCC(=O)Nn2c(C)nc3ccccc3c2=O)c1
 : 6.5%, -17.0%, 10.5, -0.9, 16.9%[57.1 µM], 9.8%[57.1 µM], -2.8, 0.8, 3.6
CC(C)c1ccccc1OCC(=O)Nc1ccc2[nH]ncc2c1
 : 19.8%, -14.3%, 20.4, 0.3, 13.4%, -0.5%, -0.8, -2.9, -7.7
Clc1ccc2nncn2n1
 : -2.8%, -1.5%, -5.2, 1.0, 11.5%, 1.3%, 3.7, 0.0, -2.0
Cc1ccc(NC2CCCN(C(=O)c3ccccc3-c3ncc[nH]3)C2)cc1C (stereo unspecified)
 : 6.3%, -22.2%, 2.9, -0.7, 21.2%, 7.0%, -3.1, -0.3, 4.7
Cc1cc(C)cc(C(=O)N2CC(=O)Nc3ccc(Br)cc3C2c2ccccc2)c1 (stereo unspecified)
 : -17.5%, -18.7%, x, -0.3, 23.0%[57.1 µM], -1.6%[57.1 µM], -10.2, 0.3, -0.3
CCOC(=O)c1cc(C)nc(N2CCCCC2)c1C#N
 : -4.8%, -15.1%, -10.0, -0.4, 14.2%, -6.5%, 0.3, 0.8, -1.5
CCOC(=O)[C@H]1[C@H]2COc3cc(OC)ccc3[C@@H]2N2C(=O)c3ccc(C)cc3NC(=O)[C@@]12C
 : -1.9%[38.3 µM], -33.1%, 2.3, -0.4, -6.6%, -7.9%, 5.2, -1.1, 1.6
CSc1ccc(C2(O)Cc3cccc[n+]3C2c2ccccc2)cc1 (stereo unspecified)
 : 3.9%, -12.5%, -6.1, -0.4, 22.8%[57.1 µM], -17.0%[57.1 µM], -3.8, -1.9, -5.7
Cc1ccc(-c2cc(C(=O)N/N=C\c3cnn(C)c3C)c3ccccc3n2)cc1C
 : 0.4%, -20.4%, 5.6, 0.3, -17.0%, 2.7%, -7.9, 0.1, -1.4
CCn1c(CN2CCN(C(=O)c3ccco3)CC2)nc2c1c(=O)n(C)c(=O)n2C
 : 7.6%, -16.6%, -0.7, 0.3, -9.8%, -4.0%, -0.4, -1.1, 0.0
CCOC(=O)COc1c(/C=N\O)cc(Cl)cc1OC
 : 11.8%, -13.9%, 3.9, -0.6, 8.0%[57.1 µM], 6.9%[57.1 µM], 1.6, -3.0, 1.3
Cc1nn(C)c(C)c1CN(C(=O)C1CCC(=O)N(C2CCCCCC2)C1)C(C)C (stereo unspecified)
 : -2.8%, -16.9%, 2.7, 3.7, 3.9%, -0.1%, -0.1, 1.1, 0.1
COc1ccc(N2C(=O)c3ccccc3NC2c2ccc(NC(C)=O)cc2)c(OC)c1 (stereo unspecified)
 : -3.2%, -0.4%, -1.7, 0.3, 24.2%[0.0914 µM], 101.9%, -3.3, -0.5, 3.5
Cc1c(NC(=O)C(C#N)=C2CCCCC2)c(=O)n(-c2ccccc2)n1C
 : 0.3%, 7.1%, 6.8, 0.2, -2.4%[57.1 µM], 1.4%[57.1 µM], 0.8, -1.2, -3.0
CC(Cn1cncn1)C(=O)N1CCN(S(=O)(=O)c2ccccc2)CC1 (stereo unspecified)
 : 5.8%, -16.4%, 11.2, 0.8, 19.7%[57.1 µM], 7.8%[57.1 µM], -9.6, -0.5, 4.2
COc1cccc(C(C(=O)NC2CCCC2)N(C(=O)c2ccco2)c2cccc(C(C)=O)c2)c1OC (stereo unspecified)
 : 8.5%, 0.9%, 3.6, 0.0, 2.4%[57.1 µM], 15.6%[0.0914 µM], -11.3, 0.4, 1.8
O=C(c1ccc2c(c1)CCN2S(=O)(=O)c1ccc(Cl)cc1)N1CCN(c2ccccc2F)CC1
 : -12.4%, u, x, 0.0, 14.5%, -7.8%, -1.8, -0.3, -0.8

Looked up above.
TrxR1 substrate, `Cc1cc(C)cc(C(=O)N2CC(=O)Nc3ccc(Br)cc3C2c2ccccc2)c1` (stereo unspecified) reads -1.6%[57.1 µM]
TrxR1 substrate, `CC(Cn1cncn1)C(=O)N1CCN(S(=O)(=O)c2ccccc2)CC1` (stereo unspecified) reads 7.8%[57.1 µM]
TrxR1 substrate, `Cc1ccccc1NC(=O)c1cccc2c(=O)c3c([nH]c12)CCCC3` reads -4.0%

(next part)
Every second line gives: IDH1 R132H inh, USP1 inh, D2 antag, TRHR agonist, rTrxR1 inhibitor, TrxR1 substrate, TRHR PAM, D2 ag, PI4K2A inh
CCN1C(=O)[C@H]2[C@H]3CN=C(SCc4ccc(C)cc4)N3[C@@](Cc3ccccc3)(C(=O)OC)[C@H]2C1=O
 : 0.3%[38.3 µM], -9.8%, x, x, 19.8%, -5.9%, x, x, -1.8
O=C(O)c1cc(S(=O)(=O)N2CCCCC2)sc1Cl
 : -2.3%, -14.9%, 3.4, 0.5, 16.2%[57.1 µM], 10.1%[57.1 µM], 7.2, 0.5, 7.3
Cc1cc(NS(=O)(=O)c2ccc(Nc3nc(-c4sc(NC(=O)c5ccccc5)nc4C)cs3)cc2)no1
 : x, x, -5.5, -0.6, x, x, -7.9, 0.6, x
C=C[C@@H]1c2cc(C)ccc2N(S(=O)(=O)c2ccc(C)cc2)[C@H](c2ccc(OC(C)=O)cc2)C1(C#N)C#N
 : -8.1%, -12.0%, -2.4, 1.0, 1.6%[57.1 µM], -3.2%[57.1 µM], -2.8, 0.2, 5.0
CC1(C)c2ccccc2N2CCC(=O)NC21/C=C/c1ccco1 (stereo unspecified)
 : 10.9%, -12.8%, 12.8, 0.2, 39.8µM*, -3.4%, -3.6, 0.3, 1.6
O=C(N/N=C\c1ccc(O)c([N+](=O)[O-])c1)c1ccccc1-n1cccc1
 : 3.5%, -4.7%, 3.2, -0.3, u, -23.5%, 1.5, -0.3, -1.4
COc1ccc(/C(N)=N/OC(=O)c2c(-c3ccccc3Cl)noc2C)cc1OC
 : -9.8%, -25.5%, -16.2, -0.1, 18.5%, 5.3%, -7.0, -0.3, 0.0
O=C(CCCn1c(=O)oc2ccccc21)Nc1ccccc1
 : 11.6%, -13.5%, 5.1, 0.1, 10.4%[57.1 µM], 0.0%[57.1 µM], 0.5, -0.2, -3.4
CC(=O)c1cc(-c2ccccc2)n(CCC(=O)Nc2cc(C)cc(C)c2)c1C
 : -7.4%, u, x, -0.7, -2.0%[57.1 µM], -11.1%[57.1 µM], 2.4, 1.2, -1.2
Cc1ccc(S(=O)(=O)CCC(=O)N2CCN(c3ccc([N+](=O)[O-])cc3)CC2)cc1
 : 6.5%, 3.8%, -31.6, -0.5, 28.2µM*, -2.4%, -6.1, 0.7, 0.0
CC(C)Oc1ccc(CN2CCCC(CO)(Cc3ccc(F)cc3)C2)cc1 (stereo unspecified)
 : 1.2%, -15.8%, -7.0, 0.3, 28.0%, -1.1%, -5.5, 0.1, -0.3

Screens (PubChem)
